Source: PubChem (National Center for Advancing Translational Sciences (NCATS))
Mm-Cpn inhibitor: blocks the Methanococcus maripaludis chaperonin Mm-Cpn | AID 504842 | purified Mm-Cpn ATPase, ADP Transcreener TR-FRET | 330,000 compounds, 0.031% hits | Potency, µM (top dose mostly 76.9 µM), for the others: at the highest dose activity, negative = inhibition, most hits filed as inhibitors; note: potency is the fitted concentration of half-maximal effect; % is set by controls: 0 for no effect and ±100 for the full control effect; nearly all actives have a fitted effect of over 80% in size
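TR-FRET (320 nm excitation; 590 and 665 nm emission) reports ADP made from 10 uM ATP by 25 nM enzyme; compounds were preincubated 10 min, reaction run 30 min, both at 37°C.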
CCT chaperon mod: cytosolic chaperonin activity modulation; AID 651819; activity change, % (concentration not given with the values), hits read low; 360,000 compounds, 0.3% hits; purified chaperonin ATPase assay, HTRF ADP detection, 30 min; in the data active = activity change below about -30%; note: % is set by controls: 0 for no effect and ±100 for the full control effect
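We incubate TRiC, 40 or 20 nM final, with library compounds at 76 uM and 10 uM ATP for 30 min at 37 °C. ADP formed is detected with Transcreener HTRF reagents after 30 min at room temperature.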
Akt phos inh: inhibitors of Akt phosphorylation | Neuro2A IGF-stimulated pAkt S473 HTRF, 20 min; active compounds read low | 360,000 compounds, 0.32% hits | AID 651550 | activity change, % for hits at 50 µM; in the data active = activity change below about -80%; inconclusive = mostly about -51% to -80%; note: % is set by controls: 0 for no effect and ±100 for the full control effect
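Neuro2A cells in DMEM with 0.5% FBS, overnight at 37 deg C, given compound at single 50 µM final, then IGF (6 nM final) for 20 min at 37 deg C. Lysed; phospho-Akt Ser473 by HTRF after 24 h, 665/615 ratio.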
TGFb SMAD3 inh: TGF-b pathway inhibition; HepG2 CAGA-GFP TGF-b/SMAD3 reporter, GFP fluorescence, 18 h; TGF-beta stimulated, 500 pg/mL final; 410,000 compounds, 1.2% hits; Potency, µM (titrated, usually from 46.1 µM), for the others: at the top dose activity, negative = inhibition, usual class: inhibitors; AID 588855; note: potency is the fitted concentration of half-maximal effect; % is set by controls: 0 for no effect and ±100 for the full control effect; nearly all actives have a fitted effect of over 65% in size
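Inhibition was scored as loss of TGF-beta-induced (500 pg/mL final, 18 hours, 37 degrees C) GFP in HEPG2 cells carrying a CAGA-GFP reporter, in DMEM with 1% FBS. Well GFP was summed per cell; Activity was normalised to unstimulated and stimulated DMSO wells, then concentration-response fitting.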
HepG2 viability: counter-screen for TGF-b inhibitors: cytotoxicity in HepG2 cells | HepG2 CAGA-GFP viability, ATP luminescence, 18 h | Potency, µM (series often up to 46.1 µM), for the others: at the highest dose activity change, negative = cytotoxicity, usual class: cytotoxic | 410,000 compounds, 0.76% hits; note: potency is the fitted concentration of half-maximal effect; some results filed as inactive show a strong effect at the top dose
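HepG2 CAGA-GFP cells (1000/well, DMEM with 1% FBS) received compound, then TGF-beta at 500 pg/mL final, and were incubated 18 hours at 37 degrees C. Viability was read by CellTiter-Glo luminescence. Media-only wells were set as complete cell-killing and DMSO as no toxicity.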
ATXN viability: reduces viability in counter-screen for ATXN expression inhibitors; S2 cells (HEK-293 line with an ATXN2-luciferase reporter) viability, CellTiter-Fluor protease fluorescence, 24 h; Potency, µM (highest dose often 56.7 µM), most hits filed as cytotoxic; 400,000 compounds, 0.49% hits; AID 651635; note: potency is the fitted concentration of half-maximal effect; nearly all actives have a fitted effect of over 40% in size
Nrf2 ARE act: Nrf2 pathway activation | AREc32 ARE-luciferase reporter (MCF7-derived line), luminescence, 24 h | Potency, µM (highest dose often 46.1 µM), for the others: at the highest dose activation, usual class: activators | 410,000 compounds, 0.31% hits; note: potency is the fitted concentration of half-maximal effect; % of control where 0% means no effect; nearly all actives have a fitted effect of over 65% in size
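Nrf2 activation is followed as ARE-luciferase induction in the AREc32 line after one day of compound treatment; luminescence is read with Steady-Glo.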
A549 tox: counter-screen for Nrf2 inhibitors: cytotoxicity in A549 cells | 390,000 compounds, 0.16% hits | A549 ARE-Fluc cells, CellTiter-Fluor viability, 18-24 h | Potency, µM (top dose mostly 46 µM), for inactives: at the highest dose activity change, negative = cytotoxicity, most hits filed as inhibitors; note: potency is the fitted concentration of half-maximal effect; % is set by controls: 0 for no effect and ±100 for the full control effect
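A549 ARE_Fluc cells in 5% FBS OPTI-MEM were exposed to compounds in concentration-response for 18-24 h at 37 deg C. Viability was read by CellTiter-Fluor fluorescence (Ex 405/Em 525) after 30 min, before the luciferase read.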
Nrf2 inh: blocks Nrf2 signaling; AID 504444; 360,000 compounds, 2.1% hits; A549 ARE-Fluc reporter, luciferase luminescence, 18-24 h; Potency, µM (series often up to 46 µM), without a hit: at the highest dose activity change, negative = inhibition, actives largely listed as inhibitors; note: potency is the fitted concentration of half-maximal effect; % is set by controls: 0 for no effect and ±100 for the full control effect; nearly all actives have a fitted effect of over 60% in size
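Two sequential reads on A549 ARE_Fluc cells exposed to compound for 18-24 h: a CellTiter-Fluor fluorescence read for viability, then a luciferase luminescence read for Nrf2/ARE activity.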
Active calls of the source: *; i = inactive; ? = inconclusive; nt = no result given; [ ] = another dose, or the depositor's remark. Unless noted, calls come from the whole dose curve; as a rule, active = well fitted curve in the direction sought with a large enough effect; inconclusive = small, poorly fitted or top-dose-only effect, or another doubt; inactive = no such curve, though single readings can be large; an effect the other way counts as inactive or inconclusive.

Molecule	Mm-Cpn inhibitor	CCT chaperon mod	Akt phos inh	TGFb SMAD3 inh	HepG2 viability	ATXN viability	Nrf2 ARE act	A549 tox	Nrf2 inh
O=C1CC(c2ccc(Cl)cc2)n2nc(NS(=O)(=O)c3ccc(F)cc3)nc2N1 (stereo not drawn)	-4%	0.5	i	2%	-2%	i	-0.6%	-14%	?
CC(C)(C)C(=O)Nc1cccc(-c2nc3ccccc3[nH]2)c1	-5%	-3.1	i	2%	2%	i	3.1%	9%	4%
Cc1c(-c2nc(-c3ccc(C(F)(F)F)cc3)no2)n(C)oc1=O	-1%	1.1	i	-10%	-34%	i	4.8%	5%	?
O=C(NN=Cc1cc([N+](=O)[O-])ccc1O)c1cccc2ccccc12	nt	0.7	i	?	-35%	nt	-0.2%	-8%	?
COc1cc(NC(=O)CSc2nc(C)cs2)cc(OC)c1	1%	-0.6	i	6%	-20%	i	3.6%	?	-26%
CC1=C(C(=O)NC2CC(C)(C)Cc3c2cnn3-c2cccc(F)c2)OCCO1 (stereo not drawn)	-1%	2.4	i	0%	-9%	i	-0.4%	-6%	?
O=C(Nc1ncn[nH]1)c1ccccc1Br	2%	-2.2	i	-6%	8%	i	-0.3%	-3%	3%
Cc1ccc(NC(=O)c2nn(C)c3c2CS(=O)(=O)c2ccccc2-3)c(Cl)c1	nt	nt	nt	-2%	-21%	i	0.9%	11%	-7%
O=C(COc1ccc(Cl)cc1)N1CCCCC1	0%	-2.9	i	8%	-11%	i	-0.5%	-1%	7%
CC1=C(C(=O)Nc2ccc(F)cc2F)C2(CCCCCC2)OC1=O	nt	nt	nt	-7%	-12%	nt	-0.3%	7%	?
CC(=O)N(Cc1cc(=O)[nH]c2ccccc12)c1ccccc1C	-10%	-1.5	i	-1%	-1%	i	-0.3%	4%	0%
CCC(C)(CC(=O)O)CC(=O)Nc1cc(C(F)(F)F)cc(C(F)(F)F)c1 (stereo not drawn)	1%	1.1	i	?	-38%	i	-0.4%	-7%	?
COc1ccc(Nc2cc(C)nc3c(C)c(C)ccc23)cc1	nt	nt	nt	?	-16%	i	6.2%	?	nt
S=C(NCC1CCCO1)Nc1ccc(Nc2ccccc2)cc1 (stereo not drawn)	-1%	-0.7	i	-17%	-4%	i	2.8%	-22%	15µM*
CN1CCN(CCC(=O)Nc2cccc(Br)c2)CC1	1%	0.4	i	1%	-4%	i	0.1%	1%	-4%
CCOc1ccccc1CN1CCN(Cc2[nH]c3ccccc3c2C)CC1CCO (stereo not drawn)	-2%	0.0	i	-15%	-42%	i	0.0%	8%	2%
O=C(N/N=C/c1cccc(OC(=O)N2CCOCC2)c1)c1cccs1	2%	-17	i	-3%	-1%	i	6.5%	-6%	-11%
CCCc1nn(-c2ccccc2)c2c1C(c1cccs1)C(C#N)=C(N)O2 (stereo not drawn)	-1%	0.1	i	?	5%	i	0.6%	0%	5%
CCOC(=O)c1c(C)[nH]c(C)c1C(=O)COc1ncnc2ccccc12	-2%	-5.3	i	24%	21%	i	7.1%	-1%	-11%
CCOCCn1c(CN2CCN(C(c3ccccc3)c3ccccc3)CC2)nc2c1c(=O)n(C)c(=O)n2C	0%	2.0	i	2%	-2%	i	0.3%	0%	1%
CCc1ccc(S(=O)(=O)N(C(=O)c2ccncc2)c2ccc(OC(=O)c3ccncc3)cc2)cc1	0%	1.0	i	1%	0%	i	-0.2%	0%	-6%
CC(c1ccccc1)N1CCn2c(nc3cc(NC(=O)NC4CCCCC4)ccc32)C1 (stereo not drawn)	-4%	0.3	i	51%[activator]	-23%	i	-0.2%	0%	nt
Cc1ccc(S(N)(=O)=O)cc1NC(=O)/C=C/c1ccc2c(c1)OCO2	-1%	-2.3	i	-6%	1%	i	3.7%	2%	12%
Cc1ccc(NC(=O)CCNC(=O)c2ccc(Br)cc2)nc1	0%	-1.0	i	-4%	-20%	i	1.9%	6%	11%
CCOC(=O)C1=C(COC(=O)/C=C/c2ccc(Cl)cc2)NC(=O)NC1C (stereo not drawn)	0%	-0.6	i	-9%	-2%	i	0.0%	2%	4%
Cc1cc(SCc2ccc([N+](=O)[O-])cc2)nc(=O)[nH]1	0%	-2.5	nt	0%	-9%	i	3.5%	-30%	?
COc1cccc(C(=O)COC(=O)COc2c(C)cc(C)cc2C)c1	0%	0.3	i	4%	3%	i	0.4%	-1%	-13%
Nc1nc(SCC(=O)c2cc3ccccc3o2)n[nH]1	-6%	-0.2	i	4%	11%	?	4.8%	1%	-44%
CCn1c2ccccc2c2cc(/C=N/n3cn[nH]c3=S)ccc21	-2%	-0.6	i	?	-50%	i	5.2%	-12%	?
COc1ccc(N(C(=O)COc2cccc(C)c2)S(=O)(=O)c2ccc(C)cc2)cc1	0%	-1.8	i	-14%	-3%	i	-0.8%	0%	-17%
CCOC(=O)N1CCC(NC(=O)Cn2cccc2C(=O)c2ccccc2C)CC1	1%	1.8	nt	?	6%	i	-1.5%	-1%	-8%
COc1ccc(C(=O)Cc2cc3ccccc3oc2=O)cc1	-12%	0.7	i	11%	-8%	i	4.2%	16%	?

Structures above that have a CF3 group, in the order listed:
Molecule	Mm-Cpn inhibitor	CCT chaperon mod	Akt phos inh	TGFb SMAD3 inh	HepG2 viability	ATXN viability	Nrf2 ARE act	A549 tox	Nrf2 inh
Cc1c(-c2nc(-c3ccc(C(F)(F)F)cc3)no2)n(C)oc1=O	-1%	1.1	i	-10%	-34%	i	4.8%	5%	?
CCC(C)(CC(=O)O)CC(=O)Nc1cc(C(F)(F)F)cc(C(F)(F)F)c1 (stereo not drawn)	1%	1.1	i	?	-38%	i	-0.4%	-7%	?

Further structures:
Molecule	Mm-Cpn inhibitor	CCT chaperon mod	Akt phos inh	TGFb SMAD3 inh	HepG2 viability	ATXN viability	Nrf2 ARE act	A549 tox	Nrf2 inh
COc1ccc(CN2CCOCCOCCN(Cc3ccc(OC)cc3)CCOCCOCC2)cc1	0%	-6.8	i	-8%	-13%	i	0.1%	-22%	-13%
COc1ccc(OC)c(NC(=O)c2ccc(-c3nc(COc4ccccc4)c(C)o3)cc2)c1	nt	nt	nt	-10%	-22%	i	0.7%	0%	-86%
Cc1ccc(NC(=O)CN(C)CC(=O)Nc2ccc(N3CCOCC3)cc2)c(C)c1	1%	0.9	i	3%	4%	i	-0.5%	-1%	4%
COCCn1cc(C(=S)N2CCOCC2)c2ccccc21	1%	-0.8	nt	-9%	1%	nt	-0.2%	4%	4%
O=C(NCCc1ccncc1)C(F)(F)F	-3%	1.0	i	8%	2%	i	-0.2%	16%	0%
COc1cc(C2(C)SCCCS2)cc(OC)c1OC	nt	-0.2	i	nt	nt	i	3.2%	nt	nt
C/C(=N\Nc1nc(C)cc(-c2ccccc2)n1)c1ccc(O)cc1	-2%	2.6	i	?	-34%	i	0.0%	0%	?
O=C(CCCOc1ccccc1)Nc1ccncc1	1%	0.0	i	7%	-2%	i	-0.4%	0%	-17%
O=C(CCS(=O)(=O)c1cccc2nonc12)N1CCN(c2ccc(F)cc2)CC1	0%	0.8	i	2%	-2%	i	0.0%	1%	?
N/C(=N\OC(=O)CSc1ccccc1)c1ccc([N+](=O)[O-])cc1	0%	1.3	i	7%	-5%	i	-0.3%	0%	?
COc1ccc(OC)c(CCNC(=O)c2nn(C)c3c2CSc2ccccc2-3)c1	nt	nt	nt	-14%	-29%	nt	-0.1%	-1%	-1%
O=C(O)/C(=C\c1c(C(=O)O)[nH]c2cc(Cl)cc(Cl)c12)c1ccccc1	2%	2.0	i	-3%	-25%	i	3.9%	2%	19%
CC[n+]1c(C)n(C)c2cc(S(=O)(=O)N(C)C)ccc21	1%	1.6	i	30%[activator]	1%	i	2.2%	1%	12%
CN1C(=O)C(O)(CC(=O)/C=C\c2ccc3c(c2)OCO3)c2ccccc21 (stereo not drawn)	1%	-4.1	i	?	-15%	?	?	-4%	-18%
CCC(C)NC(=O)c1cccc(NC(=O)c2nsc3ccccc23)c1 (stereo not drawn)	nt	nt	nt	3%	-7%	?	6.9%	11%	nt
Cc1cc(C)nc(N/N=C/c2ccco2)n1	1%	-0.5	i	8%	-11%	i	27%	6%	27%
C(=N\N1CCN(c2ccccn2)CC1)/c1ccco1	-1%	0.6	i	1%	-1%	i	0.3%	4%	?
COc1ccc(C(O)c2nc(-c3ccc(Cl)cc3)cs2)cc1 (stereo not drawn)	nt	0.9	i	-25%	-19%	i	0.8%	nt	nt

Sorted by number of heavy atoms (largest number first): part of the list above.
Molecule	Mm-Cpn inhibitor	CCT chaperon mod	Akt phos inh	TGFb SMAD3 inh	HepG2 viability	ATXN viability	Nrf2 ARE act	A549 tox	Nrf2 inh
O=C(CCS(=O)(=O)c1cccc2nonc12)N1CCN(c2ccc(F)cc2)CC1	0%	0.8	i	2%	-2%	i	0.0%	1%	?
O=C(O)/C(=C\c1c(C(=O)O)[nH]c2cc(Cl)cc(Cl)c12)c1ccccc1	2%	2.0	i	-3%	-25%	i	3.9%	2%	19%
Cc1cc(C)nc(N/N=C/c2ccco2)n1	1%	-0.5	i	8%	-11%	i	27%	6%	27%
